Tau fluor counter – counter-screen for tau fibril formation inhibitors; Potency, µM (doses to about 57.7 µM), without a hit: at the top dose activity change, negative = decrease; tau K18 P301L (four-repeat tau fragment) Alexa594 fluorescence, heparin fibrillization; hit rate 0.93% among 280,000; further: on the % scale 0 is the no-effect control and ±100 the full control effect; nearly all actives have a fitted effect of over 55% in size
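Human K18 P301L tau (15 uM unlabeled plus 0.24 uM Alexa 594-labeled, final) in 100 mM sodium acetate pH 7 was mixed with compound and 20 uM heparin and incubated 6 hr at 37 C.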
ALDH1A1 inh – ALDH1A1 (human) enzyme inhibition; P00352; Purified ALDH1A1, NADH fluorescence, propionaldehyde substrate; Potency, µM (titrated, usually from 75.3 µM), for inactives: at the top dose activity, negative = inhibition, hits mostly inhibitors; hit rate 7.3% among 220,000; AID 1030; active means well fitted inhibition curve with a large enough effect, not every such curve was filed as active; inconclusive means small, poorly fitted or top-dose-only effect, or another doubt; inactive means no such curve, though single readings can be large or run the other way;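 further: plate controls were no enzyme wells and a reference inhibitor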
Target sequence (P00352 whole entry, looked up): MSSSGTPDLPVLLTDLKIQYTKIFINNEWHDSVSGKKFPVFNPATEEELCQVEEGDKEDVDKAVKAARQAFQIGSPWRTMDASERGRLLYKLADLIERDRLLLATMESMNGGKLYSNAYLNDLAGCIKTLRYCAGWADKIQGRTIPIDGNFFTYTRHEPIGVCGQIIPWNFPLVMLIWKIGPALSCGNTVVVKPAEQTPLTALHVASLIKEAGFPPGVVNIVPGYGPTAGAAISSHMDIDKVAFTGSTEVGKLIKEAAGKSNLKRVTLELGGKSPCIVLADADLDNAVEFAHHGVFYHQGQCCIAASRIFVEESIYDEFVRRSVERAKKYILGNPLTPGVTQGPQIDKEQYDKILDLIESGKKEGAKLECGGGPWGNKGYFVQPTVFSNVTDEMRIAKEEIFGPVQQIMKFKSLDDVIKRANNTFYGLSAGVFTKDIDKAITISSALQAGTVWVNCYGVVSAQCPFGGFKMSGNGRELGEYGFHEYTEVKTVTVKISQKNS
GAA glycogen – GAA glycogen-cleavage inhibition or activation; Potency, µM (doses to about 76.4 µM), for inactives: at the top dose activity change, negative = inhibition, hits mostly inhibitors; P10253; recombinant GAA, glycogen substrate, Amplex Red glucose oxidase fluorescence; hit rate 0.38% among 300,000;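 further: 0% = full enzyme reaction and -100% = no-enzyme basal signal; the screen sought inhibitors and activators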
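Recombinant enzyme (4 nM final) with compounds titrated up to 77 uM and bovine liver glycogen (30 ug) in citrate pH 5.0, 0.01% Tween-20, 37 C 40 min. Released glucose detected by Amplex Red/glucose oxidase (Ex 573/Em 610); AC50 from Hill fits.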
GAA spleen mod – inhibits or activates alpha-glucosidase in human spleen homogenate; P10253; human spleen homogenate, 4-MU-alpha-glucoside fluorescence; Potency, µM (titrated, usually from 79.9 µM), for inactives: top-dose activity change, negative = inhibition, hits mostly inhibitors; hit rate 0.006% among 240,000; AID 2112;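 further: 0% = enzyme with vehicle and -100% = no enzyme basal signal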
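Human spleen homogenate (1 ug) incubated with compounds and 1 mM 4-methylumbelliferyl-alpha-D-glucopyranoside in pH 5.0 citrate/phosphate buffer, 37 C, 40 min. Stopped at pH 10; 4-MU fluorescence (Ex 365/Em 440 nm); AC50 by Hill fit.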
GAA inhib – inhibitors of human lysosomal alpha-glucosidase; purified human GAA, 4-MU-alpha-glucoside fluorescence; Potency, µM (series often up to 76.9 µM), for inactives: at the highest dose activity change, negative = inhibition, actives largely listed as inhibitors; hit rate 0.005% among 200,000; AID 1466;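 further: plate controls were uninhibited enzyme wells for no effect and no-enzyme background for full effect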
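Read-out is 4-methylumbelliferone fluorescence (Ex 365/Em 440 nm) after NaOH/glycine stop at pH 10. Enzyme 4 nM, substrate 400 uM, pH 5.0 citrate buffer, 20 min room temperature; AC50 from Hill-equation concentration-response.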
NPSR antagonist – blocks cAMP signaling of the human neuropeptide S receptor | CHO-NPSR cells, cAMP TR-FRET, antagonist mode | hit rate 1% among 220,000 | Potency, µM (top dose mostly 38.3 µM), for inactives: top-dose activity change, negative = inhibition, usual class: inhibitors | Q6W5P4; further: on the % scale 0 is the no-effect control and ±100 the full control effect; nearly all actives have a fitted effect of over 50% in size; many of its hits are not listed in these tables
Target sequence (Q6W5P4 whole entry, looked up): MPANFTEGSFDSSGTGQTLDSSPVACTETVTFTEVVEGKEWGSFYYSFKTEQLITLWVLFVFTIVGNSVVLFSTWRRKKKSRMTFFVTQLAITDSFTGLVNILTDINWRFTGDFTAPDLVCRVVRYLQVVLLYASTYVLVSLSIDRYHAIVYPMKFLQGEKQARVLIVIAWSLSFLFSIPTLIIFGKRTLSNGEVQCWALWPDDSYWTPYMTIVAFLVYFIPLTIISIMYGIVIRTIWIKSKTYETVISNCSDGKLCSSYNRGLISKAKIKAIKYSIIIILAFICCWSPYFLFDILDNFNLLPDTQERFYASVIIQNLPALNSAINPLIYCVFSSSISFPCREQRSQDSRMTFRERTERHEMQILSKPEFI
Epigenetic derep – epigenetic control regulation, reporter derepression. murine LDR cells, GFP reporter derepression, 30 h. Potency, µM (titrated, usually from 53.9 µM), for the others: at the highest dose GFP activation, usual class: activators. hit rate 0.2% among 280,000. AID 1865; further: % of control where 0% means no effect; nearly all actives have a fitted effect of over 60% in size
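Derepression of a silenced CMV-GFP reporter in murine LDR cells is scored by enumerating GFP-positive cells with a laser-scanning microplate cytometer after 30 hours of treatment at 37 C.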
GLA spleen mod – inhibits or activates alpha-galactosidase in human spleen homogenate; P06280; human spleen homogenate, 4MU-alpha-Gal fluorescence, 40 min; Potency, µM (top dose mostly 80 µM), inactives show at the highest dose activity change, negative = inhibition, most hits filed as inhibitors; hit rate 0.008% among 240,000; AID 2107;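 further: 0% = enzyme with vehicle and -100% = no enzyme basal signal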
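Human spleen homogenate (1 ug) as enzyme source, 4-methylumbelliferyl-alpha-D-galactopyranoside 1 mM final, citrate/phosphate pH 5.0 with 0.01% Tween-20. Compounds 40 min at 37C, NaOH/glycine stop; fluorescence Ex 365/Em 440, Hill-fit AC50.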
An asterisk follows results filed as active; ? = inconclusive; / = not tested or not shown; [ ] = remark or other dose. Unless noted, the call rests on the fitted dose curve; in most records, active means well fitted curve in the direction sought with a large enough effect; inconclusive means small, poorly fitted or top-dose-only effect, or another doubt; inactive means no such curve, though single readings can be large; an effect the other way counts as inactive or inconclusive. Potency means the concentration at half of the fitted maximal effect.

Screens in order: Tau fluor counter	ALDH1A1 inh	GAA glycogen	GAA spleen mod	GAA inhib	NPSR antagonist	Epigenetic derep	GLA spleen mod
1) Nc1ccc(Sc2ccccc2CC(=O)O)cc1
 : -14%	-2%	-4%	-3%	-2%	-5%[46.1 µM]	-2.3%	-2%
2) CC(=O)N(c1cccc(C(F)(F)F)c1)c1nc(/C=C/C(=O)O)cs1
 : -3%	/	5%	-12%	/	-4%	1.1%	-13%
3) COc1ccc(C(=O)Nc2ccccc2C(=O)N(Cc2ccco2)C(C(N)=O)C(C)C)cc1 (stereo unspecified)
 : -6%	-7%	2%	-3%	5%	-4%[46.1 µM]	7.5%	1%
4) CN(C)S(=O)(=O)c1cc(NC(=O)COC(=O)Cc2ccc(Br)cc2)ccc1Cl
 : ?	?	3%	-8%	-4%	3%	3.4%	-14%
5) CCO[C@@H]1OC(C(=O)Nc2ccccc2)=C[C@H](c2ccc3c(c2)OCO3)[C@H]1CCCO
 : -6%	-9%	-13%	-11%	/	30%	0.8%	-8%
6) CC(C)=C1C(=O)C(c2ccccc2)=C2CN3C(=O)N(CCc4ccccc4)C(=O)[C@]3(C)[C@H]21
 : -13%	-5%	/	4%	/	/	0.0%	2%
7) O=C(CSc1nnc(-c2ccccc2)n1-c1ccccc1)c1ccc[nH]1
 : -7%	14%	18%	-8%	-6%	-3%[46.1 µM]	-0.9%	1%
8) COc1ccc(N(CC(=O)NCc2ccc3c(c2)OCO3)S(=O)(=O)c2c(C)nn(C)c2C)cc1
 : -12%	-3%	-10%	-5%	0%	-9%[46.1 µM]	1.0%	-7%
9) Cc1cc(C)n2nc(C(=O)Nc3ccc(S(=O)(=O)N(C)C)cc3)nc2n1
 : -6%	/	1%	-19%	/	-4%	2.0%	5%
10) CCN(CC(=O)Nc1cc(OC)ccc1OC)Cc1nc2ccccc2c(=O)[nH]1
 : 3%	2%	11%	-6%	?	-6%	-2.3%	-11%
11) CCn1cnc2c1c(=O)n(CC(=O)N1CCc3ccccc31)c(=O)n2Cc1ccccc1
 : 1%	-2%	8%	-5%	-1%	-9%[46.1 µM]	10%	-23%
12) CC1(C)CC(=O)C2=C(C1)NC(=O)CC2c1cc2c(cc1Br)OCO2 (stereo unspecified)
 : -4%	0%	2%	-21%	0%	-8%[46.1 µM]	0.0%	-4%
13) O=C(NN=C1CCCC1)c1ccc([N+](=O)[O-])cc1
 : 3%	?	?	3%	4%	19%	-0.5%	-5%
14) Cc1cc(NC(=O)CSc2ccc3ccccc3c2)no1
 : -26%	?	-6%	-6%	-8%	2%[46.1 µM]	-1.0%	-6%
15) NC(=O)N[C@@H](Cc1c[nH]c2ccccc12)C(=O)OCC(=O)N1CCCCC1
 : 3%	3%	3%	-2%	-3%	4%	1.1%	-3%
16) O=C(NCc1nc2ccccc2[nH]1)C1=C[C@@H](c2ccccc2)C[C@@H](OCCCCO)O1
 : -19%	?	4%	7%	/	0%	-1.5%	9%
17) CC(C)(C)OC(=O)N1CCNc2ccccc2C1
 : -5%	2%	-4%	13%	1%	5%[46.1 µM]	0.0%	9%
18) O=C(NC1CC1)C1CCN(C2CCN(C(=O)CCOc3ccccc3)CC2)CC1
 : 15%	7%	4%	-3%	/	-13%	-1.2%	1%
19) OCC1CCCN1C(=S)Nc1ccccc1 (stereo unspecified)
 : 2%	-13%	-9%	-6%	-6%	-1%[46.1 µM]	1.1%	5%
20) COc1cc(OC)cc(C(=O)OCn2nnc3ccccc3c2=O)c1
 : -11%	-6%	-2%	-4%	1%	0%	-1.0%	-1%
21) Cc1c(C2C(C#N)=C(N)OC3=C2C(=O)CCC3)cnn1C (stereo unspecified)
 : -9%	4%	-1%	6%	4%	8%	-0.9%	2%
22) COc1ccc(N2C(=O)CSC2c2cccs2)cc1 (stereo unspecified)
 : 2%	?	4%	-3%	-8%	8%	-0.2%	-7%
23) O=C(O)CCN1C(=O)C2C3CC(C2C1=O)C1C(c2ccccc2)c2sc(=O)[nH]c2SC31 (stereo unspecified)
 : -12%	2%	-23%	2%	2%	17%	-1.3%	10%
24) Cc1ccc(/C=N/n2c(-c3cccnc3)n[nH]c2=S)s1
 : 4%	?	-14%	3%	4%	-13%	1.0%	-2%
25) CCOC(=O)C(C#N)C(c1cccnc1)c1c(C)[nH][nH]c1=O (stereo unspecified)
 : -5%	-7%	?	-1%	0%	-4%[46.1 µM]	0.1%	6%
26) O=C(NC12CC3CC(CC(C3)C1)C2)c1ccccc1O
 : -22%	?	-7%	-1%	-2%	?	0.0%	1%
27) O=C(COc1ccccc1)N1CCN(c2ncccn2)CC1
 : -12%	-4%	10%	-20%	11%	3%	0.7%	14%
28) Cc1ccccc1CSc1nnc(NC(=O)C2COc3ccccc3O2)s1 (stereo unspecified)
 : -9%	-8%	5%	-2%	-2%	-4%[46.1 µM]	-0.9%	-6%
29) CC1(C)COC(c2cccc(C3=NC(C)(C)CO3)n2)=N1
 : 7%	10%	2%	9%	4%	10%	0.1%	9%
30) O=S(=O)(Nc1ccc2c(c1)nc1n2CCN(Cc2ccccc2)C1)c1ccc(F)cc1
 : -13%	?	-19%	-17%	?	-25%[46.1 µM]	-1.9%	-4%

Some of the entries above, reformatted.
#24 Cc1ccc(/C=N/n2c(-c3cccnc3)n[nH]c2=S)s1
#25 CCOC(=O)C(C#N)C(c1cccnc1)c1c(C)[nH][nH]c1=O (stereo unspecified)
#26 O=C(NC12CC3CC(CC(C3)C1)C2)c1ccccc1O
#27 O=C(COc1ccccc1)N1CCN(c2ncccn2)CC1
#28 Cc1ccccc1CSc1nnc(NC(=O)C2COc3ccccc3O2)s1 (stereo unspecified)
#29 CC1(C)COC(c2cccc(C3=NC(C)(C)CO3)n2)=N1

screen / no.	24	25	26	27	28	29
Tau fluor counter	4%	-5%	-22%	-12%	-9%	7%
ALDH1A1 inh	?	-7%	?	-4%	-8%	10%
GAA glycogen	-14%	?	-7%	10%	5%	2%
GAA spleen mod	3%	-1%	-1%	-20%	-2%	9%
GAA inhib	4%	0%	-2%	11%	-2%	4%
NPSR antagonist	-13%	-4%[46.1 µM]	?	3%	-4%[46.1 µM]	10%
Epigenetic derep	1.0%	0.1%	0.0%	0.7%	-0.9%	0.1%
GLA spleen mod	-2%	6%	1%	14%	-6%	9%

The listing picks up with the 2 entries that preceded the break.
Screens in order: Tau fluor counter	ALDH1A1 inh	GAA glycogen	GAA spleen mod	GAA inhib	NPSR antagonist	Epigenetic derep	GLA spleen mod
29) CC1(C)COC(c2cccc(C3=NC(C)(C)CO3)n2)=N1
 : 7%	10%	2%	9%	4%	10%	0.1%	9%
30) O=S(=O)(Nc1ccc2c(c1)nc1n2CCN(Cc2ccccc2)C1)c1ccc(F)cc1
 : -13%	?	-19%	-17%	?	-25%[46.1 µM]	-1.9%	-4%
31) COc1ccc(CN2CCSCC2)cc1C
 : 0%	-6%	6%	-9%	-2%	-4%[46.1 µM]	0.1%	-4%
32) CCOC(=O)CN(C(=O)CSc1nnc2c(n1)[nH]c1ccc(OC)cc12)c1ccc(F)cc1
 : -25%	?	-1%	-2%	-6%	-4%[7.67 µM]	-0.4%	-5%
33) COc1ccc(-c2c(C(F)(F)F)oc3cc(OCC(=O)Nc4ccccc4C(F)(F)F)ccc3c2=O)cc1OC
 : -10%	-2%	-3%	-14%	-14%	?	1.1%	21%
34) CCN(CCCNS(=O)(=O)c1ccc2c(c1)CCN2C(C)=O)c1cccc(C)c1
 : -27%	?	-2%	2%	?	?	0.0%	7%
35) O=C(CN1C(=O)NC2(CCCC2)C1=O)Nc1nc(-c2ccc(F)cc2)cs1
 : -18%	-2%	-8%	-5%	-7%	-17%[46.1 µM]	1.3%	-8%
36) COCCCNC(=O)Cn1cc(C(C)=O)c2ccccc21
 : 1%	3%	3%	1%	-1%	7%[46.1 µM]	0.0%	-1%
37) O=C(CSc1ccc2nnc(-c3ccccn3)n2n1)NCC1CCCO1 (stereo unspecified)
 : -7%	?	-28%	5%	-2%	22%[46.1 µM]	4.7%	13%
38) COc1ccc(NC(=O)NC(C(F)(F)F)C(F)(F)F)cc1
 : -6%	2%	-20%	-2%	1%	-7%[46.1 µM]	-1.0%	-5%
39) COc1ccccc1NS(=O)(=O)c1cc(NC(=O)c2cnccn2)ccc1N1CCOCC1
 : -29%	/	-2%	-10%	/	8%[7.67 µM]	-0.3%	4%
40) C=CCOc1ccc(/C=N\NC(N)=S)cc1
 : -18%	-4%	?	-16%	5%	-10%	3.3%	7%
41) CCOC(=O)N1C2=NC(C(=O)OC)=C(C(=O)OC)[C@@H]3N(C)c4ccc(OC)cc4[C@]23C[C@H]1C(=O)OC
 : 4%[11.6 µM]	9%[13.5 µM]	/	3%[17.4 µM]	/	/	/	4%[17.5 µM]
42) CCn1c(SCC(=O)N/N=C/C=C\c2ccccc2[N+](=O)[O-])nnc1-c1ccccc1
 : -11%	?	4%	-5%	-2%	-13%[46.1 µM]	-1.9%	9%
43) COc1ccc(S(=O)(=O)CC(O)CN2CCCC2=O)cc1 (stereo unspecified)
 : 3%	1%	1%	0%	-5%	4%[46.1 µM]	-2.2%	8%

Looked up above:
compound 31 in GAA inhib = -2%
compound 36 in NPSR antagonist = 7%[46.1 µM]

Screens deposited in PubChem by National Center for Advancing Translational Sciences (NCATS).

This is a subset; the hit share may differ from the screen's.
